BAZ2B block: BAZ2B (human) inhibition; Q9UIF8; AlphaScreen BAZ2B-H3K14Ac peptide displacement; Potency, µM (doses to about 114 µM), for the others: top-dose activity change, negative = inhibition, hits mostly inhibitors; actives 4.4% (n = 360,000); further: potency means the concentration at half of the fitted maximal effect; on the % scale 0 is the no-effect control and ±100 the full control effect; nearly all actives have a fitted effect of over 60% in size
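BAZ2B (50 nM) with biotin-H3(5-23)K14Ac peptide (50 nM) in PBS pH 7.4, 0.01% Tween-20, preformed 30 min, then compound 30 min at room temperature; top concentration 110uM. AlphaScreen streptavidin donor/nickel chelate acceptor beads (10 ug/mL final), 20 min dark, signal read.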
G9a inh: blocks human histone lysine methyltransferase G9a; Q96KQ7; actives 8.8% (n = 350,000); G9a H3K9 monomethylation, AlphaScreen, 2 h; Potency, µM (doses to about 102 µM), for inactives: top-dose activity, negative = inhibition, most hits filed as inhibitors; AID 504332; further: potency means the concentration at half of the fitted maximal effect; on the % scale 0 is the no-effect control and ±100 the full control effect; nearly all actives have a fitted effect of over 75% in size
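G9a (20 nM) was preincubated 15 min with compound, then reacted 2 h at room temperature with 500 nM biotin-H3K9 peptide and 20 µM SAM. Monomethyl-H3K9 detected by AlphaScreen using anti-H3K9me1 antibody.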
HP1b binding inh: inhibitors of HP1-beta chromodomain binding to methylated histone tails; P83916; AlphaScreen HP1-beta / biotin-H3K9me3 peptide binding; Potency, µM (top dose mostly 114 µM), without a hit: at the top dose activity change, negative = inhibition, usual class: inhibitors; actives 0.56% (n = 390,000); AID 540317; further: potency means the concentration at half of the fitted maximal effect; nearly all actives have a fitted effect of over 70% in size; inactives centre near 23
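Compound inhibition of the preformed complex between 50 nM HP1-beta and 50 nM biotinylated H3K9me3 peptide was read by AlphaScreen. Buffer was PBS pH 7.4 with 0.01% Tween-20. Incubations ran 30 min at room temperature, with 10 ug/mL donor/acceptor beads.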
JMJD2A Tudor inh: JMJD2A Tudor domain (human) inhibition; O75164; AlphaScreen JMJD2A-Tudor / H3K4me3 peptide binding; Potency, µM (top dose mostly 114 µM), for the others: at the highest dose activity change, negative = inhibition, hits mostly inhibitors; actives 4.4% (n = 390,000); AID 504339; further: potency means the concentration at half of the fitted maximal effect; on the % scale 0 is the no-effect control and ±100 the full control effect; nearly all actives have a fitted effect of over 50% in size
12-LOX inh: inhibitors of human 12S-lipoxygenase ALOX12. P18054. purified 12hLO, xylenol orange hydroperoxide absorbance. Potency, µM (doses to about 108 µM), for inactives: at the highest dose activity change, negative = inhibition, most hits filed as inhibitors. actives 1.1% (n = 580,000). AID 1671190; further: potency means the concentration at half of the fitted maximal effect; on the % scale 0 is the no-effect control and ±100 the full control effect
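Purified human 12hLO at 150 nM in 25 mM Hepes, 0.01% Triton X-100, pH 7.0, preincubated 15 min at room temperature with compound. Reaction started with 40 uM arachidonic acid, 30 min at room temperature. Hydroperoxide measured by Fe-xylenol orange, 573/405 nm absorbance ratio.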
RGS4 inh: human RGS4 inhibition; P49798; Transcreener GDP fluorescence polarization, RGS4-accelerated GTP hydrolysis; Potency, µM (doses to about 114 µM), inactives show top-dose activity change, negative = inhibition, most hits filed as inhibitors; actives 0.039% (n = 390,000); AID 504845; further: potency means the concentration at half of the fitted maximal effect; on the % scale 0 is the no-effect control and ±100 the full control effect; nearly all actives have a fitted effect of over 75% in size; some results filed as inactive show a strong effect at the top dose
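MLSMR compounds (23 nl, pin-transferred) preincubated 10 min at room temperature with a 500nM (2x) first reagent, then RGS4 at 900nM (2x) plus Transcreener GDP mix added; fluorescence polarization (620/688 nm) read before and after 90 min at 30 °C.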
ERG Ets-DNA blk: blocks human ERG Ets domain binding to DNA; P11308; fluorescence polarization, His-ERG Ets domain / labelled DNA; Potency, µM (highest dose often 76.9 µM), without a hit: at the top dose FP activity, negative = inhibition, actives largely listed as inhibitors; actives 0.028% (n = 370,000); AID 624246; active means well fitted inhibition curve with a large enough effect in the polarisation, with a control signal flat; inconclusive means small, poorly fitted or top-dose-only effect, or effect the other way, or a change in a side signal; inactive means no such curve, though single readings can be large or run the other way; the % refers to the polarisation;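 further: polarization taken with two DNA probes labelled with fluorescein and Texas red; potency means the concentration at half of the fitted maximal effect; % of control where 0% means no effect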
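His-tagged ERG Ets domain (1 uM in the protein solution; 300mM KCl, 50mM Tris-HCl, 1mM EDTA, 1mM DTT, pH 7.5) received compound, then a probe mix of 5 nM fluorescein-DNA and 100nM Texas-615-DNA. Fluorescence polarization was read for both dyes.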
PI4K2A block: inhibitors of human PI4K2A. AID 1346378. Q9BTU6. actives 0.13% (n = 420,000). purified PI4K2A, ADP-Glo luminescence, 1 h; active compounds read low. activity change, negative = inhibition, % at 76.9 µM; in the data active means activity change below about -50%; inconclusive means mostly about -30% to -49%;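 further: -100% = wells without enzyme as full effect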
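Compounds are screened against recombinant PI4K2A using PI as substrate and ATP, the latter dispensed at 300 microM. Reactions run one hour at ambient temperature before ADP-Glo detection; full inhibition defined by wells lacking enzyme.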
GLS inhibitor: glutaminase GLS (human) inhibition; O94925; GLS enzymatic activity, qHTS titration; Potency, µM (series often up to 45.5 µM), for inactives: at the highest dose activity change, negative = inhibition, usual class: inhibitors; actives 0.21% (n = 410,000); further: potency means the concentration at half of the fitted maximal effect; on the % scale 0 is the no-effect control and ±100 the full control effect
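Two-point fluorescence kinetic (t0, 30 min RT) for hKGA; glutamate detected via glutamate oxidase–HRP–Amplex Red. Substrate: 1 mM L-glutamine solution; buffer 45 mM KH2PO4, pH 8.2.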
Active calls of the source: *; ? = inconclusive; . = no result given; [ ] = dose if it differs, or a comment. Unless noted, the call rests on the fitted dose curve; in most records, active means well fitted curve in the direction sought with a large enough effect; inconclusive means small, poorly fitted or top-dose-only effect, or another doubt; inactive means no such curve, though single readings can be large; an effect the other way counts as inactive or inconclusive.

SMILES	BAZ2B block	G9a inh	HP1b binding inh	JMJD2A Tudor inh	12-LOX inh	RGS4 inh	ERG Ets-DNA blk	PI4K2A block	GLS inhibitor
CC(C)[C@H](NC(=O)c1ccccc1Br)C(=O)OCc1nc2ccsc2c(=O)[nH]1	13%	-34%	1%	-9%	4%	16%	-2%	2	0%
CCCCc1nc(NCc2ccccc2)c(C#N)c2c1COC(C)(C)C2	4%	-2%	26%	2%	0%	2%	-12%	4	8%
O=C(NCCS(=O)(=O)N1CCN(c2ccccc2F)CC1)C(c1ccccc1)c1ccccc1	4%	-5%[59 µM]	22%[57 µM]	-1%	3%	-2%	2%	-2	6%
O=C(c1ccco1)N1CCN(C2c3ccccc3-c3ccccc32)CC1	?	.	4%	-33%	2%	-51%	-3%	4	-1%
Oc1ccccc1-c1nc(NCc2ccccc2)c2ccccc2n1	2%	-9%[2.33 µM]	62%[activator]	-8%	-15%	0%[56.9 µM]	-7%	2	8%
Nc1nc(N2C(=O)C3CC=CCC3C2=O)nn1-c1ccccc1 (stereo not drawn)	12%	36%[12.7 µM]	36%	-13%	22%	-13%	.	-4	19%
COc1ccc(N2CCN(S(=O)(=O)c3cc4c(cc3C)NC(=O)CO4)CC2)cc1	15%	.	33%	-17%	37%[activator]	-17%	2%	-1	8%
COc1ccccc1NC(=O)C1=C(C)Nc2nnnn2C1c1cccc(C)c1 (stereo not drawn)	12%	-14%	23%	-5%	18%	3%	2%	-2	7%
O=C(N/N=C/c1cc(Cl)cc([N+](=O)[O-])c1O)c1ccc2c(c1)OCO2	35µM*	?	-4%	79µM*	-13%	34%	-8%	0	-5%
CC(C)N(C(=O)[C@H]1C[C@H](CC(=O)NCCCN(C)C)C(=O)N2CCc3c([nH]c4ccc(Cl)cc34)[C@]12C)C(C)C	.	.	10%	-25%	5%	14%	3%	-1	3%
COc1ccc(-c2nc(CS(=O)CC(=O)NCCN3CCCCCC3)c(C)o2)cc1OC (stereo not drawn)	-6%	-8%	33%	-14%	0%	13%	-6%	-4	-6%
CCOc1ccc(C(=O)c2ccc(OCC)c(N)c2)cc1N	-29%	-11%	-12%	?	8%	-3%	2%	-3	14%
O=C(OCC1CC(c2ccccc2Cl)=NO1)c1ccc(Br)cc1 (stereo not drawn)	79%[activator]	74%[activator]	17%	-4%	11%	6%	-5%	-5	6%
CCOC(=O)C1CCCN(C(=O)c2nn(-c3ccc(OC)cc3)c(=O)c3c2c2ccccc2n3C)C1 (stereo not drawn)	.	3%[59 µM]	42%[activator]	-17%	-3%	-29%	8%	-5	0%
Cc1cc(C(=O)N2CCc3ccccc32)c2cc(F)ccc2n1	7%	5%	6%	-11%	209%[activator]	5%	4%	2	14%
O=c1ccc(/C=C/c2ccccc2)nn1Cc1ccc(F)cc1	52%[activator]	86%[activator]	169%[activator]	97%[activator]	?	-33%	2%	1	-1%
CCCCCCCCC(=O)N/N=C(\C)c1ccco1	2%	-3%[59 µM]	24%	-14%	-18%	-40%	4%	4	-15%
Cc1ccc(CNC(=O)CS(=O)CC(=O)O)cc1 (stereo not drawn)	2%	?	30%	-12%	0%	15%	-6%	5	7%
CCOC(=O)c1c(C)oc2nc(C)nc(NCCCN3CCN(c4ccc(F)cc4)CC3)c12	?	?	-11%	?	?	6%	0%	1	12%
Cc1nc(-c2ccccc2)sc1C1(C)CC(c2ccccc2F)=NO1 (stereo not drawn)	.	.	72%[activator]	22%	?	-6%	-3%	-1	3%
CCN1CCN(c2nc(Nc3ccc(NC(C)=O)cc3)nc(Nc3ccc(NC(C)=O)cc3)n2)CC1	-38%	?	12%	-13%	-1%	5%	5%	90	7%
COc1cccc(CNC(=O)Cn2cc3c(n2)-c2c(oc(C(=O)N4CCCC4)c2C)CC3)c1	-30%	-28%[59 µM]	10%	-19%	0%	6%	-3%	-4	4%
O=C(c1ccc(F)cc1)C1CCN(C(=S)Nc2ccccc2)CC1	-35%	54%[activator][59 µM]	14%	-24%	-2%	-6%	.	-2	7%
CS(=O)(=O)c1oc(-c2ccc(F)cc2)nc1S(=O)(=O)c1ccc(Cl)cc1	-1%	?	46%[activator]	-5%	?	-40%	-10%	38	0%
Cc1nn(Cc2ccccc2)c2sc(C(=O)N3CCN(Cc4ccc5c(c4)OCO5)CC3)cc12	?	?	-16%	?	13%	?	0%	-4	-4%
Cc1cc(N2CCOCC2)nc(SCc2c(Cl)cccc2Cl)n1	13%	18%[59 µM]	65%[activator]	-3%	-25%	-25%	11%	-2	1%
FC(F)(F)c1cccnc1-n1cncn1	2%	.	45%[activator]	7%	275%[activator]	11%	-2%	2	-8%
CS(=O)(=O)N(CC(=O)NCc1cccnc1)Cc1ccc(Cl)cc1	-2%	2%[12.7 µM]	19%	-18%	3%	2%	1%	-1	13%
C=CCn1sc(N)c(C(=O)OCC)c1=S	?	-20%	8%	-35%	-27%	4%	2%	-4	22%
COc1ccccc1N1CCN(S(=O)(=O)c2ccc3c(c2)NC(=O)C(C)S3)CC1 (stereo not drawn)	-18%	77%[activator]	23%	-22%	10%	-14%[56.9 µM]	1%	0	5%
COc1cc(CO)c(Br)cc1OCC(=O)Nc1ccccc1C	.	39%[activator]	12%	-6%	-1%	5%	-4%	3	3%
Cc1cc(NC(=O)C2CCCC2)nc2c1c(=O)oc1ccccc12	-5%	-31%	45%[activator]	-15%	-1%	-5%	-1%	-4	-5%
CCOc1ccc(C(=O)Nc2cc(-c3nc4ccccc4[nH]3)ccc2Cl)cc1[N+](=O)[O-]	-11%	?	0%	79µM*	-15%	?	-9%	0	1%
COc1ccccc1NS(=O)(=O)c1cc(N)ccc1N1CCCCC1	?	4µM*	-27%	56µM*	?	-68%[56.9 µM]	11%	-5	-9%
Cc1sc2ncn(CC(=O)Nc3cccc(C(F)(F)F)c3)c(=O)c2c1S(=O)(=O)N1CCN(C)CC1	4%	-17%[59 µM]	31%[activator]	-3%	-22%	0%	6%	4	-2%
COc1ccc(-c2oc3ccccc3c2C(=O)Oc2ccccc2)cc1	51%[activator]	204%[activator]	205%[activator]	135%[activator]	1%	2%	12%	1	2%
CC(Sc1nc(N(C)C)nc(N2CCOCC2)n1)C(=O)Nc1ccccc1 (stereo not drawn)	12%	11%[59 µM]	31%	11%	78%[activator]	-13%	1%	3	-15%
Cc1ccc(S(=O)(=O)NNC(=O)c2ccc(F)cc2)cc1	-9%	.	18%	-3%	?	9%	1%	-4	4%
COc1ccc(S(=O)(=O)N2CCOCC2)cc1NC(=O)COc1ccc(C)cc1	.	.	19%	-9%	8%	15%	13%	-3	8%
COCCNc1ccc(-c2nc(-c3ccncc3)no2)cc1[N+](=O)[O-]	-8%	-28%[59 µM]	42%[activator]	-10%	-19%	-13%	1%	0	-14%
CCn1c(=O)[nH]c2cc(C(=O)Nc3cc(C)cc(C)c3)ccc2c1=O	20%	.	32%[activator]	-2%	-24%	20%	4%	-2	-8%
COC(=O)Cc1c(C)nc2nc[nH]n2c1=O	26%	?	9%	-7%	-7%	43%	-15%	4	-8%
O=C(NC1CCN(Cc2ccccc2)CC1)C1CCN(S(=O)(=O)c2cccc3nsnc23)CC1	5%	-43%	-1%	-1%	-22%	29%	2%	-4	-1%
CCOC(=O)[C@H]1CCC[C@@H](NS(=O)(=O)c2ccc(NC(C)=O)cc2)C1	-4%	-4%	15%	0%	15%	?	-11%	-13	3%
Cc1ccc(S(=O)(=O)N2CCOCC2)cc1C(=O)Nc1ccc(C(N)=O)cc1	-18%	13%	55%[activator]	-12%	7%	4%[56.9 µM]	-2%	13	-5%
O=C(Cn1cc([N+](=O)[O-])cn1)NCCc1nc2ccccc2[nH]1	-19%	2%	44%[activator]	-8%	5%	1%	-1%	-2	-2%
CCN(CC)C(=O)COc1ccc2c(-c3ccc(OC)cc3)cc(=O)oc2c1	-5%	.	36%	-16%	-57%	15%	-8%	10	-11%
O=C(NCc1ccc(F)cc1)C1CCN(S(=O)(=O)c2ccc(Cl)cc2)CC1	5%	-10%	8%	-6%	10%	15%	-9%	1	9%
CC1(C)Cc2c(cnn2-c2cccc(F)c2)C(NC(=O)CCN2CCCC2=O)C1 (stereo not drawn)	-2%	.	20%	1%	5%	12%	-7%	-1	0%
Cc1c(NC(=O)c2cccc(NC(=O)Cc3c(F)cccc3Cl)c2)c(=O)n(-c2ccccc2)n1C	7%	?	30%	-4%	?	20%	-14%	2	16%

2 compounds from above, reduced to BAZ2B block and JMJD2A Tudor inh:
| structure | BAZ2B block | JMJD2A Tudor inh |
| --- | --- | --- |
| CCN1CCN(c2nc(Nc3ccc(NC(C)=O)cc3)nc(Nc3ccc(NC(C)=O)cc3)n2)CC1 | -38% | -13% |
| COc1cccc(CNC(=O)Cn2cc3c(n2)-c2c(oc(C(=O)N4CCCC4)c2C)CC3)c1 | -30% | -19% |

Some values from the list.
Result of CCN(CC)C(=O)COc1ccc2c(-c3ccc(OC)cc3)cc(=O)oc2c1 under HP1b binding inh: 36%
Result of Cc1ccc(S(=O)(=O)N2CCOCC2)cc1C(=O)Nc1ccc(C(N)=O)cc1 under RGS4 inh: 4%[56.9 µM]
Result of CCn1c(=O)[nH]c2cc(C(=O)Nc3cc(C)cc(C)c3)ccc2c1=O under RGS4 inh: 20%
Result of Cc1c(NC(=O)c2cccc(NC(=O)Cc3c(F)cccc3Cl)c2)c(=O)n(-c2ccccc2)n1C under HP1b binding inh: 30%

From PubChem

These rows are one share of the data; the hit share may differ from the screen's.
